TRPC4 act – activators of mouse TRPC4 channel, primary screen, Fluo4 calcium, HEK293 TRPC4beta/mu-opioid cells; Short transient receptor potential channel 4 (Mus musculus), Q9QUQ5; Fluo4 calcium fluorescence; hits give high values; B-score at 10 µM; 0.49% of 310,000 active;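 active means B-score above 5 SD of library B-scores, and initial fluorescence ratio not above library mean plus 5 SD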;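 further: positive B-score marks a calcium rise read as TRPC4 activation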
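System: HEK293 cells stably co-expressing mouse TRPC4beta and mu-opioid receptor; Schedule: Fluo4 dye loading 45 min at room temperature, 110 s recording; Detection: Fluo4 fluorescence, kinetic; Evaluation: B-scored integrated calcium fluorescence ratio; Controls: buffer (low) and maximal DAMGO (high).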
PolyA inhibitor – polyadenylation inhibitors in yeast reporter cells, primary screen, luminescence, S. cerevisiae | S. cerevisiae SKY197-pL101 polyadenylation reporter, beta-gal luminescence; efflux-impaired pdr1/pdr3 knockout yeast; score 100 = 6 SD above DMSO | calls only at 12 µM | 0.02% of 300,000 active | AID 1875, 2009;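 active means lowest replicate activity score at least 50, where 100 means six control SD above control mean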;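 further: yeast exposed to compound for 9 h at 30 °C; higher score means more reporter readthrough which indicates perturbed polyadenylation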
KCNQ1 act – potentiators or activators of KCNQ1 channel, primary screen, cell-based, thallium flux, high-throughput; AID 2648, 2010; B-score at 10 µM; CHO-K1 KCNQ1, thallium flux FluxOR fluorescence; hits give high values; 0.35% of 310,000 active;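 active means fluorescence ratio B-score, a plate-corrected score, at least three library SD, with initial intensity B-score within 5 SD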
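Material: CHO-K1 cells stably expressing KCNQ1. Medium: assay buffer for compound exposure, DMSO matched across wells. Reagent: K+/Tl+ depolarizing stimulus. Compound dosing: single-concentration screen. Times: 37 °C overnight plating, 90-min dark dye load, 20-min compound pretreatment. Technique: FluxOR Tl+ flux fluorescence.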
hERG rescue – hERG rescue from dofetilide block, primary screen, cell-based, CHO-hERG, FluxOR thallium flux, dofetilide IC70 | Voltage-gated inwardly rectifying potassium channel KCNH2 (Homo sapiens), Q12809 | dofetilide IC70 present | 0.51% of 310,000 active | activation (rescue from dofetilide block), less the hit threshold, % at 10 µM;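 active means activation above the mean of controls blocked by dofetilide plus 5 SD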;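 further: thallium influx through hERG after potassium depolarization seen as dye fluorescence rise; in these data hits start at about 4.7%; inactives centre near -7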
Target sequence (Q12809 whole entry, looked up): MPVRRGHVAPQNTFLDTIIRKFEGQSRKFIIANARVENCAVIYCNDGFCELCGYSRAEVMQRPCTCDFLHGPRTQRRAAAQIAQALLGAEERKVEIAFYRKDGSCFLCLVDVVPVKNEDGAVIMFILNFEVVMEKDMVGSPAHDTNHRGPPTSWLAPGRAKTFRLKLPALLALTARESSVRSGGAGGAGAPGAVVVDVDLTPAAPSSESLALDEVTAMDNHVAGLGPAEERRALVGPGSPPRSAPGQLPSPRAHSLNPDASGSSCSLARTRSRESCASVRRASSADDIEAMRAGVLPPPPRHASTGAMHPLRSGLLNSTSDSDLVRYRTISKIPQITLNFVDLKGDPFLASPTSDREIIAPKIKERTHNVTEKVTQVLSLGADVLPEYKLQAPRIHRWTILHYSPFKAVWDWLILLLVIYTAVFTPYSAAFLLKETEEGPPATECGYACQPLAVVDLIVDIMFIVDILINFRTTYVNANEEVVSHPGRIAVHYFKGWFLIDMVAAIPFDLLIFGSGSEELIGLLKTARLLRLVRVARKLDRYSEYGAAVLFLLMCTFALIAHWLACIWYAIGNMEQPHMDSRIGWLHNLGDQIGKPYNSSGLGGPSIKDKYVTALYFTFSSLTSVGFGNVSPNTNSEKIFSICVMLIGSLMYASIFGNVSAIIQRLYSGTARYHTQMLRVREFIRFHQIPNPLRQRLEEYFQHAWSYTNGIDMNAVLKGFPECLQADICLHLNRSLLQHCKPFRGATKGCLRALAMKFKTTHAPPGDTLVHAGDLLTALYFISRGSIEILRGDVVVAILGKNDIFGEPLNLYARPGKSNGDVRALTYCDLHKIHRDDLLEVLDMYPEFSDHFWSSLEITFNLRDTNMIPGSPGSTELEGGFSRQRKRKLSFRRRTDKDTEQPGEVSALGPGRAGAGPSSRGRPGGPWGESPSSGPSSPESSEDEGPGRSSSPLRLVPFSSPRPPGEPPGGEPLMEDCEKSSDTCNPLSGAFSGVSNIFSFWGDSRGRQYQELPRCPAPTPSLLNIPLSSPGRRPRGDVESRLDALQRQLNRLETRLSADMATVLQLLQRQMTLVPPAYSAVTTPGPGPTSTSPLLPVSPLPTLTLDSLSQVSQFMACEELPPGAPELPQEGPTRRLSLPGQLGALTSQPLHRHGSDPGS
TRPC4 block – inhibitors of mouse TRPC4 channel, primary screen, Fluo4 calcium, HEK293 TRPC4beta/mu-opioid cells; Short transient receptor potential channel 4 (Mus musculus), Q9QUQ5; DAMGO-evoked Fluo4 calcium flux; hits give low values; B-score at 10 µM; 0.39% of 300,000 active; AID 2247, 2010;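 active means B-score over 3 SD under the library average, no early fluorescence shift, positive overall ratio signal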
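Material: HEK293 cells with stable TRPC4beta plus mu-opioid receptor expression / Probe or stimulus: DAMGO in two steps, submaximal then maximal / Compound: single concentration per test compound / Technique: kinetic Fluo4 fluorescence imaging of calcium influx / Read-out: per-well B score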
KCNQ1 block – inhibitors of human KCNQ1 channel, primary screen, cell-based, thallium flux, high-throughput | Potassium voltage-gated channel subfamily KQT member 1 (Homo sapiens), P51787 | CHO-K1 KCNQ1, FluxOR thallium flux fluorescence; hits give high values | B-score at 10 µM | 1.3% of 310,000 active;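 active means compounds whose thallium flux B-score, printed positive for inhibition, exceeds three library SD while starting fluorescence stays within three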;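 further: channel opened by potassium depolarization with thallium stimulus after 20 min compound exposure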
TRPC4 PAM – positive allosteric modulators of TRPC4, primary screen, cell-based, mouse TRPC4beta, HEK293 mu-opioid, Fluo-4 calcium; Short transient receptor potential channel 4 (Mus musculus), Q9QUQ5; B-score at 10 µM; AID 2227, 2009; 0.42% of 310,000 active; DAMGO EC20, Fluo-4 Ca2+ flux; hits give high values;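 active means B-score of calcium response area above 5 SD of library B-scores, with initial fluorescence ratio within 5 SD of library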;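 further: B-score of integrated fluorescence ratio over time as area under calcium response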
KCNK9 block – KCNK9 potassium channel inhibitors, primary screen, HEK293 cells, thallium flux | Potassium channel subfamily K member 9 (Homo sapiens), Q9NPC2 | FluxOR thallium flux fluorescence; hits give low values | B-score at 10 µM | 1.2% of 310,000 active | AID 488922, 2010;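 active means ratio B-score over 3 SD below the library mean, with starting fluorescence within 5 SD of its mean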;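 further: negative B-score means less thallium flux so channel inhibition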
Platelet DG rel – inhibitors of platelet dense granule secretion, primary screen, cell-based, MLPCN, human platelets | human platelet-rich plasma, SFLLRN dense granule ATP release, luminescence | 0.22% of 300,000 active | AID 1663, 2009 | inhibition, %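 (compounds screened at 7.5 µM in platelet-rich plasma)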;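 active means mean replicate score, as percent of positive control, at or above 50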
Dyrk1A ADPGlo – rat Dyrk1A kinase inhibitors, primary screen, biochemical, single point, plate reader; ADP-Glo luminescence, NFATc1 peptide; inhibition, % at 12.5 µM; 0.43% of 310,000 active; in the data active means inhibition above about 50%;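 further: plate controls were vehicle with enzyme for no effect and no enzyme for full effect; many of its hits are not listed in these tables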
KCNK3 inh – human KCNK3 channel inhibitors, primary screen, CHO cells, FluxOR thallium flux, B-score. Potassium channel subfamily K member 3 (Homo sapiens), O14649. FluxOR fluorescence; hits give low values. B-score at 10 µM. 0.84% of 340,000 active;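 active means B-score under library mean minus 4 SD, starting fluorescence ratio at most library mean plus 5 SD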;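 further: more negative B-score means stronger inhibition of thallium flux through KCNK3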
* marks the source's active call; other numbers are inactive results; i = inactive; . = not tested or not shown.

Structure,TRPC4 act,PolyA inhibitor,KCNQ1 act,hERG rescue,TRPC4 block,KCNQ1 block,TRPC4 PAM,KCNK9 block,Platelet DG rel,Dyrk1A ADPGlo,KCNK3 inh
c1ccc(-c2ncc3ccccn23)cc1,i,i,i,-9,i,i,i,i,-7,2,i
O=C(O)c1cc(-c2ccncc2)nc2ccc(F)cc12,i,i,i,-13,i,i,i,i,16,.,.
CC(C)CN1C(=O)/C(=C(/C#N)C(=O)NC2CCCCC2)c2ccccc21,i,i,i,-3,i,i,i,i,7,-5,i
CC(C)C(C)(C#N)NC(=O)CSc1nc2scc(-c3ccc(F)cc3)c2c(=O)n1Cc1ccccc1 (centres undefined),i,i,i,-3,i,i,i,i,4,4,i
COc1ccc(N2CCN(C(=O)CCCCCn3c(=S)[nH]c4cc5c(cc4c3=O)OCO5)CC2)cc1,i,i,i,-6,i,i,i,i,-7,-2,i
CC(C)n1c(O)c(N=Nc2ccccn2)c2ccccc21,i,i,i,0,i,i,i,i,-1,-2,i
CCOc1ccc(S(=O)(=O)Nc2cccnc2)cc1,i,i,i,-9,i,i,i,i,3,2,i
CCOc1ccc(NC(=O)CC(Cc2cc(C)cc(C)c2)C(=O)O)cc1 (centres undefined),i,i,i,-9,i,i,i,i,4,-1,i
COc1ccc2nc(SCC(=O)Nc3c(C)cc(C)cc3C)[nH]c2c1,i,i,i,-10,i,i,i,i,-4,2,i
O=CNc1ccc(S(=O)(=O)NCc2ccccc2)cc1,i,.,i,-6,i,i,i,i,-2,1,i
Cc1ccc(OCCCC(=O)Nc2ccc(S(=O)(=O)Nc3ccccn3)cc2)cc1,i,i,i,-6,i,i,i,i,0,0,i
CCN1CCN(c2ccc(S(=O)(=O)N3CCOCC3)cc2NC(=O)c2ccc(Cl)s2)CC1,i,i,i,-11,i,i,i,i,-16,19,i
COc1ccccc1-c1ccc(SCc2ccc(C)cc2)nn1,i,i,i,-24,i,i,i,i,15,12,i
COC1CCN(C(=O)CC2C(=O)NCCN2CC2CCCCC2)CC1 (centres undefined),i,i,i,-12,i,i,i,i,-1,-3,i
Cc1noc(NS(=O)(=O)c2ccc(NC(=O)CSc3nnc4c(n3)[nH]c3ccccc34)cc2)c1C,i,i,i,-7,i,i,i,i,-5,.,i
CC(C)C[C@H](NC(=O)C1CCN(S(=O)(=O)c2ccccc2)CC1)C(=O)NCc1ccncc1,i,i,i,-9,i,i,i,i,-35,0,i
c1ccc2c(c1)CCN(c1nc3ccccc3n3cnnc13)C2,i,i,i,-16,i,i,i,i,-29,42,i
CSC(=O)NC12CC3CC(CC(C)(C3)C1)C2,i,i,i,-12,i,i,i,i,5,3,i
CCOC(=O)CC1C(=O)NCCN1S(=O)(=O)c1ccc(Cl)cc1 (centres undefined),i,i,i,-4,i,i,i,i,-1,-8,i
Cc1sc(NC(=O)c2ccccc2)c(C(=O)N2CCN(C)CC2)c1C,i,i,i,-10,i,i,i,i,-2,-4,i
Cc1cccc(CC2SC(N3CCN(c4ccccc4)CC3)=NC2=O)c1 (centres undefined),i,i,i,-11,i,i,i,i,8,-5,i
CC(=O)Nc1ccc(S(=O)(=O)Oc2ccc(N3C(=O)C4CCCCC4C3=O)cc2)cc1 (centres undefined),i,i,i,-4,i,i,i,i,-4,19,i
COc1ccc(-c2nc(CCNS(=O)(=O)c3ccc4c(c3)OCCO4)cs2)cc1,i,i,i,-6,i,i,i,i,1,-3,i
O=C(NCc1ccccc1)Nc1cccn(Cc2ccccc2)c1=O,i,i,i,-7,i,i,i,i,-9,.,i
O=C(COC(=O)c1cccs1)NCc1ccc2c(c1)OCO2,i,i,i,-4,i,i,i,i,0,0,i
CC(=O)N1c2c(ccc3ccccc23)C(C)CC12CCCCC2 (centres undefined),i,i,i,-6,i,i,i,-14*,0,11,i
CCCCOc1cccc(C(=O)Nc2ccc(NC(=O)c3ccco3)cc2)c1,i,i,i,-4,i,i,i,i,-4,0,i
CN1C(=S)SC(/[N+]([O-])=C\c2ccc(Cl)cc2)C1(C)C (centres undefined),i,i,i,-2,i,i,i,i,6,5,i
Cc1cc(OCC(=O)N[C@@H](CSCc2ccccc2)C(=O)O)c2c(C)c(C)c(=O)oc2c1,i,i,i,-7,i,i,i,i,-1,11,i
CCOC(=O)C1CCCN(S(=O)(=O)c2ccc3c4c2CC(=O)N4CC(C)S3)C1 (centres undefined),i,i,i,-10,i,i,i,i,1,-1,i
COc1cccc(OC)c1C(=O)N1CCN(Cc2ccc3c(c2)OCO3)CC1,i,i,i,-5,i,i,i,i,0,0,i
CCOC(=O)Cn1c(C)nc2c(C(=O)OCC)sc(C)c2c1=O,i,i,i,-3,i,i,i,i,-8,4,i
COc1ccc(N2CCN(C(=O)CSc3nnc(Cn4nnc5ccccc54)n3C)CC2)cc1,i,i,i,-7,i,i,i,i,-1,7,i
Cn1nnnc1SCc1cccc(CSc2nnnn2C)n1,i,i,i,-10,i,i,i,i,-5,6,i
Cc1ccc(C)c(NC(=O)CN(C)C(=O)C2CCN(S(=O)(=O)c3ccc4c(c3)OCCO4)CC2)c1,i,i,i,-13,i,i,i,i,4,10,i
CC(C)CCNC(=O)C(c1ccc(O)cc1)N(Cc1cccs1)C(=O)C1COc2ccccc2O1 (centres undefined),i,i,i,-11,i,i,i,i,22,-8,i
Cc1c(C(C)NC(=O)c2cc(COc3cccc4cnccc34)on2)cnn1C (centres undefined),i,i,i,-16,i,i,i,i,-9,27,i
Cc1onc(-c2ccccc2Cl)c1-c1nc(-c2ccncc2)no1,i,i,i,-7,i,i,i,i,-30,-1,i
O=C(NCc1cccnc1)c1ccc(Cn2c(=S)[nH]c3ccc(Br)cc3c2=O)cc1,i,i,i,-6,i,i,i,i,-1,-2,i
CNc1ccccc1C(C)(C)c1cc(C)[nH]n1,i,i,i,-5,i,i,i,i,1,0,i
Cc1nc2ccccn2c1C(=O)NNC(=O)Nc1ccccc1,i,i,i,-6,i,i,i,i,2,7,i
Cc1ccc(S(=O)(=O)N2c3ccccc3NC(=O)C2CC(=O)Nc2ccccc2)cc1 (centres undefined),i,i,i,-6,i,i,i,i,-7,0,i
COc1ccc(N2C(=O)C3NN=C(C(=O)OCc4ccccc4)C3C2=O)cc1 (centres undefined),i,i,i,-4,i,i,i,i,-10,.,i
COc1ccc(/C=C/C(=O)OCC(=O)Nc2ccc(Cl)cn2)cc1,i,i,i,-9,i,i,i,i,-1,5,i
CCn1c(C)nc2cc(-c3nnc(-c4c(-c5ccccc5)noc4C)o3)ccc21,i,i,i,34*,i,i,i,i,-2,2,i
O=C(CSc1nnc(-c2ccc(Cl)cc2Cl)n1C1CCCCC1)N1CCCC1,i,i,i,-12,-6*,i,i,i,5,3,i
Cc1ccc(C(=O)Nc2cc3c(oc2=O)CCCC3=O)cc1,i,i,i,-11,i,i,i,i,-3,0,i
CCOC(=O)Cc1csc(NC(=O)CSc2nnnn2-c2ccc(C)cc2C)n1,i,i,i,-7,i,i,i,i,-8,-4,i
O=C(O/N=C/c1cccc([N+](=O)[O-])c1)C1CC1,i,i,i,-2,i,i,i,i,-2,-4,i
Cc1ccc(S(=O)(=O)NCCC(=O)NNC(=O)C2COc3ccccc3O2)cc1 (centres undefined),i,i,i,-9,i,i,i,i,-1,5,i

Next results follow.
Structure,TRPC4 act,PolyA inhibitor,KCNQ1 act,hERG rescue,TRPC4 block,KCNQ1 block,TRPC4 PAM,KCNK9 block,Platelet DG rel,Dyrk1A ADPGlo,KCNK3 inh
O=C(NCc1ccc(Cl)cc1)NCC(F)(F)F,i,i,i,-5,i,i,i,i,15,-2,i
Nc1ccc(Cl)cc1/C(=N/O)c1ccccc1,i,i,i,-7,i,i,i,i,1,-1,i
O=C(Nc1cccc(Cl)c1)N1CCSc2cc(Cl)ccc21,i,i,i,-17,i,9*,i,i,-5,-9,i
COC(=O)c1ccc(NC(=O)C(OC)c2ccccc2)cc1 (centres undefined),i,i,i,-10,i,i,i,i,0,2,i
C=CCNC(=S)Nc1ccc2nc(C)c(C)nc2c1,i,i,i,-14,i,i,i,i,0,-1,i
Cc1ccc(NC(=O)C2CCN(c3ncnc4c3nc3n4CCCCC3)CC2)cc1Cl,i,i,i,-6,i,i,i,i,-5,-2,i
O=C(Nc1ccc(F)cc1)NC1CCN(Cc2ccccc2)CC1,i,i,i,-11,i,i,i,i,6,8,i
O=C(Nc1ccc(Cc2ccncc2)cc1)c1ccc(S(=O)(=O)N2CCOCC2)cc1,i,i,i,-21,i,i,i,i,-11,1,i
CC(C)COc1ccc(C(=O)N/C(=C\c2cccc([N+](=O)[O-])c2)C(=O)O)cc1,i,i,i,-15,i,i,i,i,-1,-5,i

Screening data as filed in PubChem.

A portion of the library; rates above refer to the full screens.
